# hcDAF-12 act: H. contortus DAF-12 activation, primary screen. 370,000 tested, 1.4% active. HEK293 hcDAF-12 lit1-tk-luc reporter, luminescence; 0% DMSO, 100% Δ7-dafachronic acid. activation, % at 6.8 µM;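 active = activation above the mean of all tested compounds plus 3 SD, cut at about 5.5% in these data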;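 also: 100% = response to 3 µM Δ7-dafachronic acid high control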
# DAX1 inh-1: DAX1 (NR0B1) inhibition, primary screen; AID 652010; 370,000 tested, 1.1% active; inhibition, % at 6.8 µM; HEK293T StAR-luciferase reporter, SF-1/DAX-1 repression relief;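 active = inhibition above the mean over all tested compounds plus 3 SD, cut at about 3.6% in these data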;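 also: 0% = DAX-1 cells with DMSO and 100% = cells lacking DAX-1 with DMSO; higher inhibition means more luminescence from relief of DAX-1 repression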
# DAX1 inh-2: inhibits human nuclear receptor DAX1. P51843. HEK293 Gal4-DAX1 luciferase reporter, luminescence. inhibition, % at 6.75 µM. 340,000 tested, 0.99% active. AID 504766;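 active = inhibition above the mean over all tested compounds plus 3 SD, cut at about 4.2% in these data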;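 also: 0% = DAX1-transfected cells with DMSO and 100% = empty-vector control cells with DMSO; inhibition shows as a rise in luminescence from relieved DAX1 repression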
# GC-A act: GC-A (human) enzyme activation; P16066; HEK293 GC-A cells, cGMP TR-FRET, EC30 ANP; 0% at EC30 ANP, 100% saturating ANP; activation, % at 10 µM; 370,000 tested, 0.14% active; in the data active = activation above about 40%
# ssDAF-12 act: activates DAF-12 receptor from parasite S. stercoralis; HEK293 ssDAF-12/GRIP1 lit1-tk-luc reporter, luminescence; % of 3 µM dafachronic acid response; activation, % at 6.8 µM; 370,000 tested, 1% active; AID 652126;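 active = activation above the mean over all tested compounds plus 3 SD, cut at about 0.9% in these data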;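 also: 0% = DMSO-only wells and 100% = 3 µM delta7-dafachronic acid wells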
# hgDAF12 agonist: agonists of H. glycines DAF-12 nuclear receptor | HEK293 GAL4-hgDAF12 UAS-luciferase reporter, agonist luminescence; normalized to butyrate control | activation, % at 6.8 µM | 370,000 tested, 1.8% active | AID 687014;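 active = activation above a cutoff set at the mean of all screened compounds plus 3 SD, cut at about 10% in these data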;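 also: 0% = DMSO wells and 100% = sodium butyrate wells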
# GC-B act: GC-B (human) receptor activation. activation, % at 10 µM. P20594. HEK293-GC-B cells, CNP EC30, cGMP TR-FRET; 0% at EC30 CNP, 100% saturating CNP. 370,000 tested, 0.11% active. AID 1920062;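 active = activation at 10 µM reaching about 35% in either raw or pattern-adjusted values, limit read from the data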
# ADAM10 inh: inhibitors of human ADAM10; inhibition, % at 7 µM; 370,000 tested, 0.62% active; recombinant ADAM10, EDANS/DABCYL FRET peptide cleavage, 3 h; O14672;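 active = inhibition above a per-campaign cutoff equal to the mean of compounds falling between control-based bounds plus 3 SD, cut at about 20% in these data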;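 also: 0% = DMSO wells while the 100% control is not disclosed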
# HGIII-sPLA2 inh: Inhibits HGIII-sPLA2 liposome hydrolysis, primary screen | AID 743126 | 370,000 tested, 0.56% active | QFRET BODIPY PC-A2 liposome hydrolysis, fluorescence | Q9NZ20 | inhibition, % at 12.2 µM;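 active = inhibition above mean plus 3 SD of compounds lying within the high and low control bounds, cut at about 19% in these data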;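 also: 0% = median of test compound wells and 100% = no enzyme DMSO wells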
# Target sequence (Q9NZ20 whole entry, looked up): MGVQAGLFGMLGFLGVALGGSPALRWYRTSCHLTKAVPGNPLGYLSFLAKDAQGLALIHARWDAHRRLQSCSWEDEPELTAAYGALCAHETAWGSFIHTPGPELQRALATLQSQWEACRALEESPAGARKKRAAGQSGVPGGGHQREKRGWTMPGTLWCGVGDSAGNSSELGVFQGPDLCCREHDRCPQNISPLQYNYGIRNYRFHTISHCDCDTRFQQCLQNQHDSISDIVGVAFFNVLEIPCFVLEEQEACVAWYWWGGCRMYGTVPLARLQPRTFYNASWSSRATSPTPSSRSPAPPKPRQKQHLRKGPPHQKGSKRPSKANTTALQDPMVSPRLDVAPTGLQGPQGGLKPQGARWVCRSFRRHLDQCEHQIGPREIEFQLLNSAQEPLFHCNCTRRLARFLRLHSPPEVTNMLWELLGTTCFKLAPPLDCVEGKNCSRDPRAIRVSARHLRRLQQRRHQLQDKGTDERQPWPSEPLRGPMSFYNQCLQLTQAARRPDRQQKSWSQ
# GAA850 FXN act: increases GAA850 frataxin promoter reporter activity; AID 540364; activation, % at 6 µM; HEK293 lucGAA850 FXN promoter luciferase reporter, 24 h; percent of 10 µM SAHA response; 360,000 tested, 0.56% active;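 active = activation above the average of all compounds screened plus 3 SD, cutoff fixed separately per campaign, cut at about 7.5% in these data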;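 also: 0% = DMSO wells and 100% = 10 µM SAHA wells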
# SMARCA2 activ: increases SMARCA2 function in MMTV reporter cells; MG213 cells, MMTV-luciferase reporter, dexamethasone, overnight; activation, % at 9.1 µM; 370,000 tested, 1% active; AID 652017; in the data active = activation above about 7.8%;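 also: 0% = vehicle wells and 100% = reference activator wells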
# * marks the source's active call; other numbers are inactive results; . = not tested or not shown. Compounds as they come (roughly 6.6% active in at least one column).
SMILES,hcDAF-12 act,DAX1 inh-1,DAX1 inh-2,GC-A act,ssDAF-12 act,hgDAF12 agonist,GC-B act,ADAM10 inh,HGIII-sPLA2 inh,GAA850 FXN act,SMARCA2 activ
COc1ccc(-c2coc3c(C(=O)NC4CCCCC4)cccc23)c(C)c1,-2.9,-2.8,.,-3,-2.0,-6.7,4,-2,-8,1.2,-5
O=C(Oc1ccc(Br)cc1)c1cccnc1,-3.0,-0.2,-0.5,13,-1.1,-0.3,2,-8,-2,0.5,-1
CC(=O)c1cccc(NC(=O)CN(C2CCCCC2)S(C)(=O)=O)c1,2.8,0.0,-1.6,1,-0.5,-1.6,2,-1,2,-1.4,-3
Cc1cc(C)nc(SCc2nnc(SCC(=O)Nc3ccc(Cl)c(C(F)(F)F)c3)o2)n1,-1.5,0.0,-0.1,4,-0.4,-0.1,3,0,-15,0.6,0
O=C(NCCc1ccccc1)c1ccccc1C(F)(F)F,-0.3,0.9,2.7,6,-0.4,4.7,-4,-1,1,3.0,2
COc1cccc(CC2(CO)CCCN(Cc3sc(N4CCCC4)nc3Cl)C2)c1 (stereo not given),-2.6,-0.5,0.8,0,-1.7,1.8,-2,2,-22,0.0,0
CCOC(=O)C1CCN(CC(=O)N(CC(C)C)c2c(N)n(CC(C)C)c(=O)[nH]c2=O)CC1,-0.1,0.3,1.1,2,-1.0,-3.9,-2,-2,-2,-4.4,0
CC(Nc1ccc(F)cc1)=[N+](C)CCNS(=O)(=O)c1ccc(Cl)cc1,1.1,-1.4,-0.6,1,0.2,-0.8,0,-3,6,1.3,-2
C[C@@H]1CN([C@@H](C)CO)C(=O)CCCn2nncc2CO[C@H]1CN(C)C(=O)c1ccc(N2CCN(C)CC2)cc1,2.1,-0.4,-1.7,-3,-0.6,-2.6,3,-4,12,0.1,-1
NS(=O)(=O)c1ccc(NS(=O)(=O)/C=C/c2ccccc2)cc1,0.0,-0.1,-0.5,-2,-0.8,-1.3,5,4,-4,-0.8,-2
C[C@@H]1COc2cccc(N3CCCC3)c2S(=O)(=O)N1,-1.8,-0.2,.,4,-1.0,1.4,-2,-13,9,.,-2
O=C(O)C1CCCN1c1ncccn1 (stereo not given),-2.6,0.3,0.1,1,-1.3,2.2,-3,1,-1,-1.1,7
COc1ccc(S(=O)(=O)Nc2cccc(C)c2C)c2cccnc12,-2.2,-0.1,0.2,0,-0.7,-2.0,4,-3,0,-0.5,-4
O=C(COC(=O)Cc1ccsc1)Nc1ccc(F)cc1Cl,1.7,-0.6,0.1,-2,-1.6,0.6,-5,2,-2,0.1,4
Cc1ccc(-n2c(SCC(=O)N3CCC(C(=O)O)CC3)nc3ccccc3c2=O)cc1C,3.0,1.1,1.4,-3,-0.3,4.1,1,7,13,0.5,9.0*
CCOc1ccccc1NC(=O)CSc1nc2[nH]ncc2c(=O)[nH]1,-1.1,1.3,0.4,3,0.2,3.0,0,1,1,0.3,-1
CC(Oc1ccc(F)cc1)C(=O)Nc1cc(S(=O)(=O)N2CCOCC2)ccc1N1CCCC1 (stereo not given),-0.1,0.6,0.4,2,-1.4,1.3,4,-18,6,-0.5,-1
C/C(=N\Nc1ccc(Cl)cc1)c1ccncc1,1.6,-0.1,0.7,-9,-0.7,1.8,-6,4,-2,0.4,2
COc1cccc(CNCCSc2nnnn2C)c1OC,-0.7,-0.3,0.2,5,-1.3,-1.4,3,-14,5,-2.8,0
Cc1cc(C)n2nc(C(=O)OCC(=O)c3cc(C)n(CC4CCCO4)c3C)nc2n1 (stereo not given),0.3,-0.9,0.6,4,-1.9,2.3,-1,-7,5,1.1,-2
CCOC(=O)c1cnn(-c2ccccc2)c1-n1cccc1,-1.5,-0.6,0.5,0,-0.9,-3.2,2,0,5,-0.3,1
COc1ccc(N(CC(=O)Nc2ccc(S(=O)(=O)N3CCOCC3)cc2)S(=O)(=O)c2ccccc2)cc1,-1.6,-0.7,-0.9,2,-1.4,-1.8,-1,11,-34,1.5,0

# Part of the list above, reformatted.
compound	hcDAF-12 act	DAX1 inh-1	DAX1 inh-2	GC-A act	ssDAF-12 act	hgDAF12 agonist	GC-B act	ADAM10 inh	HGIII-sPLA2 inh	GAA850 FXN act	SMARCA2 activ
CCOc1ccccc1NC(=O)CSc1nc2[nH]ncc2c(=O)[nH]1	-1.1	1.3	0.4	3	0.2	3.0	0	1	1	0.3	-1
CC(Oc1ccc(F)cc1)C(=O)Nc1cc(S(=O)(=O)N2CCOCC2)ccc1N1CCCC1 (stereo not given)	-0.1	0.6	0.4	2	-1.4	1.3	4	-18	6	-0.5	-1
CC(=O)c1cccc(NC(=O)CN(C2CCCCC2)S(C)(=O)=O)c1	2.8	0.0	-1.6	1	-0.5	-1.6	2	-1	2	-1.4	-3
C/C(=N\Nc1ccc(Cl)cc1)c1ccncc1	1.6	-0.1	0.7	-9	-0.7	1.8	-6	4	-2	0.4	2

# Grouped by structure: the entries above containing a COOH group (2)
SMILES,hcDAF-12 act,DAX1 inh-1,DAX1 inh-2,GC-A act,ssDAF-12 act,hgDAF12 agonist,GC-B act,ADAM10 inh,HGIII-sPLA2 inh,GAA850 FXN act,SMARCA2 activ
O=C(O)C1CCCN1c1ncccn1 (stereo not given),-2.6,0.3,0.1,1,-1.3,2.2,-3,1,-1,-1.1,7
Cc1ccc(-n2c(SCC(=O)N3CCC(C(=O)O)CC3)nc3ccccc3c2=O)cc1C,3.0,1.1,1.4,-3,-0.3,4.1,1,7,13,0.5,9.0*

# Screening data (PubChem BioAssay)
